# Cav32 inh = human Cav3.2 channel inhibition, primary screen | O95180 | Cav3.2-expressing cells, Fluo-4 calcium fluorescence FDSS; active compounds read low | B-score at 10 µM | 100,000 tested, 4% active | AID 449739;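 active = single-dose well whose peak fluorescence ratio is a statistical outlier from its plate by either plate-standardised score or position-corrected B-score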
# Target sequence (O95180 whole entry, looked up): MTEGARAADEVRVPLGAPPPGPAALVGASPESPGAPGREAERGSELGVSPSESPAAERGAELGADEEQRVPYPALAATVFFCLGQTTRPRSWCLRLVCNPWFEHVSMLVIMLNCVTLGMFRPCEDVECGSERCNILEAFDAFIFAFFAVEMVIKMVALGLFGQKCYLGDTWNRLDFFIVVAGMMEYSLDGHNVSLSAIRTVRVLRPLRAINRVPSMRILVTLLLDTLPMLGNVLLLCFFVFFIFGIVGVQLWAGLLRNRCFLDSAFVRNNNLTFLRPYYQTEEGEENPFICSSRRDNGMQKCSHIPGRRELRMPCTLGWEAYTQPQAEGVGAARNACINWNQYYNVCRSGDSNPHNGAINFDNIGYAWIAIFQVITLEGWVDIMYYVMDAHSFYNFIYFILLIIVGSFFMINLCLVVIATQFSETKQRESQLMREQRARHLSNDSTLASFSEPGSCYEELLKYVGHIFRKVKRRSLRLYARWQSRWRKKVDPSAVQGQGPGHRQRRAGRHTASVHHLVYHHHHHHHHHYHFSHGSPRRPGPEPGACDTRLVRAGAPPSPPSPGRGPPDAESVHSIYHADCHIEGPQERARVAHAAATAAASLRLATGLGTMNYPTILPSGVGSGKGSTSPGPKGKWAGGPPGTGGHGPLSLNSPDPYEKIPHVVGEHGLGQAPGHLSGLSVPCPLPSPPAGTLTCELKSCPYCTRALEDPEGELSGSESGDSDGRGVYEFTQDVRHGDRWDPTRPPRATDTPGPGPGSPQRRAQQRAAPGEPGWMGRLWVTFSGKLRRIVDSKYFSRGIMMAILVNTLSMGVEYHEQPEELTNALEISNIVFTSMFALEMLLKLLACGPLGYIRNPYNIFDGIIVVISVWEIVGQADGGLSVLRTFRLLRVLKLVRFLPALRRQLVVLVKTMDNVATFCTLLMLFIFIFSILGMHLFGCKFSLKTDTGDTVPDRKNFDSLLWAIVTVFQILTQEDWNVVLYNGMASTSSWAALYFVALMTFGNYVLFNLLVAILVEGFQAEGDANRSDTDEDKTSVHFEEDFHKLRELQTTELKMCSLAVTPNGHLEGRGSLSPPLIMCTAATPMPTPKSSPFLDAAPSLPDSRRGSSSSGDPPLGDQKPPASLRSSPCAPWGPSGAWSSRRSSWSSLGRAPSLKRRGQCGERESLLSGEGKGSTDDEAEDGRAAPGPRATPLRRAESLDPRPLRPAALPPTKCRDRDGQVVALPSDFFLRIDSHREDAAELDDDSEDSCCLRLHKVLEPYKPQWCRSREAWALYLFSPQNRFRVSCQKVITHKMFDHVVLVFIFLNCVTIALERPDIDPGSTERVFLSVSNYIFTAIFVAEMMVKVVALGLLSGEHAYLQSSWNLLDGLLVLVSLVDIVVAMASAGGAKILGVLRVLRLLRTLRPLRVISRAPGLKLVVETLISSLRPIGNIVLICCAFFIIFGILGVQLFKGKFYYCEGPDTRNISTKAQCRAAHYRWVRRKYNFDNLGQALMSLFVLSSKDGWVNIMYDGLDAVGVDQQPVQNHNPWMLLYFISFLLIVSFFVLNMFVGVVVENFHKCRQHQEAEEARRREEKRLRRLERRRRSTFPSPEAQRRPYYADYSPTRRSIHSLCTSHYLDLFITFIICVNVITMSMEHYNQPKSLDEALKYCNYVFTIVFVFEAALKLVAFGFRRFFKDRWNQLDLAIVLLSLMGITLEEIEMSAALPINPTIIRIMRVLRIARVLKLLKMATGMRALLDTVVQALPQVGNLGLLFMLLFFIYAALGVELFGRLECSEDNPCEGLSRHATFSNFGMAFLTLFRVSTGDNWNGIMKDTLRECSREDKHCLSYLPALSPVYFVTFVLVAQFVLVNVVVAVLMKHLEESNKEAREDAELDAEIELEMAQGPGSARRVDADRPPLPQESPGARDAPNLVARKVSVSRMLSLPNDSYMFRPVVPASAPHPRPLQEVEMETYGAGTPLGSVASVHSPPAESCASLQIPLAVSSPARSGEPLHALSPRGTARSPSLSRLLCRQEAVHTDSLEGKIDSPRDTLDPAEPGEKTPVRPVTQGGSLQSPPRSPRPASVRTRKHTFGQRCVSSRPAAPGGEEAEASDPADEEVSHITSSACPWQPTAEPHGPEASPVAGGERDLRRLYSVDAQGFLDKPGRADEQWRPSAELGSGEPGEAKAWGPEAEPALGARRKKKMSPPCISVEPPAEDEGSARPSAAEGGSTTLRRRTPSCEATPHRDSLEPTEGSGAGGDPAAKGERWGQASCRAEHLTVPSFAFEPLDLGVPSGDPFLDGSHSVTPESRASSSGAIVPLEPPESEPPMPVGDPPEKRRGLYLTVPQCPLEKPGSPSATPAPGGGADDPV
# Starred values were filed as active, the others as inactive. Only part of the results is shown; the hit share may differ from the screen's.
SMILES,Cav32 inh
COc1ccc(C2N(S(=O)(=O)c3ccc(C)cc3)CCN2S(=O)(=O)c2ccc(C)cc2)cc1,-2.7
Cc1ccc(-n2c(N)c(C(=O)N3CCOCC3)sc2=S)c(C)c1,0.68
O=C(c1cccc(F)c1)N1CCC(N2CCOCC2)CC1,-1.1
Fc1ccc(C(c2nnnn2CCc2ccccc2)N2CCCc3ccccc32)cc1 (configuration not stated),-7.9*
CCn1c(COc2ccccc2C)nnc1SCC(=O)NC1CCCC1,1.4
COc1ccccc1N1C(=O)CC(Nc2ccc(N3CCOCC3)cc2)C1=O (configuration not stated),0.28
Cc1cc(C)c(C)c(/C=C(/C#N)C(N)=S)c1C,-0.95
N#CCCn1c(SCC(=O)NCC2CCCO2)nc2ccccc21 (configuration not stated),0.1
Cc1ccc(-n2cc3ccc([N+](=O)[O-])cc3n2)cc1,-0.52
CCOC(=O)c1ccc(NC(=O)CSc2nnc(CNC(=O)c3c(F)cccc3Cl)o2)cc1,-0.0062
COc1ccccc1N1CCN(S(=O)(=O)c2ccc(Br)s2)CC1,-1.5
Cc1ccc2nc(C)c(Cl)c(=O)n2c1,0.026
Clc1ccc(COn2c(-c3ccccc3)nc3ccccc32)cc1,-1
Cc1[nH]n(-c2cccc3ccccc23)c(=O)c1C=Nc1ccc2[nH]c(=O)[nH]c2c1,0.85
CCOCCCNC(=O)C1CCN(C(=O)N(C)C)CC1,0.068
Cc1cc2c(cc(C(=O)OCC(=O)NCc3ccco3)n2C)s1,-2.9
Cc1sc(N/N=C/C=C/c2ccccc2)nc1-c1ccccc1,-1.3
CCOC(=O)c1c(C)[nH]c(C(=O)COC(=O)c2oc3ccccc3c2C)c1C,-1.4
N#CCSc1nc(N)c(C#N)c(C2CCCCC2)c1C#N,-1.5
Cc1ccc(Oc2ccc(Oc3ccc(C)cc3)nn2)cc1,-0.86
Cc1ccc(C2=CC(c3ccc(C)cc3)n3ncnc3N2)cc1 (configuration not stated),-0.62
CCc1cc2c3c(c(=O)oc2cc1OC)CCCC3,-1.1
NC(=O)C1CCN(C(=O)CN2CCN(c3cccc(C(F)(F)F)c3)CC2)CC1,0.34
Cc1c(C(N)=O)sc2ncn(CC(=O)OC(C)C)c(=O)c12,-0.029
CCCCOC(=O)Nc1nc2ccc(OC)cc2s1,-0.14
O=C(NCc1ccco1)c1cc(-c2cccnc2)nc2ccccc12,0.19
COc1ccccc1/C=C/C=N/N1CCN(c2ccccn2)CC1,-0.97
CCOC(=O)c1sc2nc(N3CCOCC3)c3c(c2c1N)CCN(C)C3,-0.24
CC(=O)OCC(=O)[C@@]1(OC(C)=O)[C@@H](C)C[C@H]2[C@@H]3C[C@H](F)C4=CC(=O)C=C[C@]4(C)[C@@]3(F)[C@@H](O)C[C@@]21C,0.31
CCc1ccc(S(=O)(=O)NCCc2csc(-c3cccnc3)n2)s1,0.097
O=C(CSc1nnc(-c2cccs2)o1)OCc1ccccc1,-0.65
COc1cc(C(=O)NCC(=O)OCC(=O)c2ccc[nH]2)cc(OC)c1OC,1.2
CCN(CC)S(=O)(=O)c1ccc(C(=O)NCc2ccc3c(c2)cc(C)n3C)cc1,-2.5
Cc1sc(NC(=O)CSc2nnc(C)c(=O)[nH]2)c(C#N)c1C,-0.77
COc1ccc(N2CCN(C(=O)c3ccc(NS(=O)(=O)c4cccc(F)c4)cc3)CC2)cc1,-3.3
O=C(CCCn1c(=O)[nH]c2ccsc2c1=O)N1CCN(Cc2ccc3c(c2)OCO3)CC1,0.77
CCCNC(=O)NC(=O)CSc1nc2cc(C(=O)OC)ccc2c(=O)n1-c1ccccc1,0.65
Cc1ccc(-c2nnc(C)c(N3CCOCC3)n2)cc1,0.69
COC(=O)c1nn(-c2c(C)n(C)n(-c3ccccc3)c2=O)cc1O,-0.15
Cc1ccc(C(=O)NC(=S)NCC(=O)c2ccccc2)cc1,0.2
CCNS(=O)(=O)c1ccc(NC(=O)Cc2ccc(F)cc2)cc1,-1.6
CN(CC(=O)OCC(=O)NC(=O)c1cccn1C)S(=O)(=O)c1ccc(Cl)cc1,0.77
COC(C/C=C\C(=O)[C@@H](C)OCc1ccccc1)OC,1.8
Cc1ccc(NC(=O)C2CCCN2S(=O)(=O)c2cccc3cccnc23)cc1F (configuration not stated),-1.7
O=C(CCCOc1ccc(Cl)cc1)N1CCOCC1,0.42
COc1ccc(OCCNc2cc(Cl)ccc2[N+](=O)[O-])cc1,-0.86
Cc1ccc(S(=O)(=O)N2CCN(C(=O)CN3CCN(C)CC3)C2)cc1,1.3
CC(C)(C)NS(=O)(=O)c1ccc(NS(=O)(=O)Cc2ccccc2)cc1,-0.14
Cc1cc(NC(=O)NC(=O)c2cccc(OC(F)(F)C(F)F)c2)n[nH]1,0.89
N#Cc1ccc(CSc2nnc(-c3ccncc3)n2CCc2ccccc2)cc1,-0.16
CCN1C(=O)/C(=C\c2ccc3c(c2)OCO3)C(C(=O)OC)=C1C,1.8
CCOC(=O)c1cccc(NC(=O)C2CCCO2)c1 (configuration not stated),0.41
CC(C)OC(=O)c1cn(-c2ccccc2)nc1-c1ccc2c(c1)OCCO2,-1.2
Cc1cccc(NC(=O)CC2NCCNC2=O)c1 (configuration not stated),-0.73
Cc1nc2c(C(=O)N3CCN(c4ccccn4)CC3)cnn2c(C)c1Cc1cccc(Cl)c1,-2.2
CC(=O)NC1=NN(C(C)=O)C(C)(CS(=O)(=O)c2ccc(C)c(C)c2)S1 (configuration not stated),-1.6
Fc1cccc(CN2CCCCCCC2)c1,-1
COC(=O)[C@H](C)NC(=O)Nc1ccc(OC)c(OC)c1,0.25
COC(C[C@H](O)[C@H](C)[C@@H](O)COCc1ccccc1)OC,-0.0025
CCn1ncc(C2=NOC(C(=O)Nc3cnn(C45CC6CC(CC(C6)C4)C5)c3)C2)c1C (configuration not stated),-2.3

# A few values from above.
# CCN1C(=O)/C(=C\c2ccc3c(c2)OCO3)C(C(=O)OC)=C1C – Cav32 inh: 1.8
# CCOC(=O)c1cccc(NC(=O)C2CCCO2)c1 (configuration not stated) – Cav32 inh: 0.41

# Other results.
SMILES,Cav32 inh
CCC(=O)c1ccc(OCC(O)CN2CC(C)OC(C)C2)cc1 (configuration not stated),-0.045
O=C(CSc1ncn[nH]1)Nc1nc(-c2ccccc2)ns1,-0.28
Cc1c(N2C(=O)c3ccc4c5c(ccc(c35)C2=O)CC4)c(=O)n(-c2ccccc2)n1C,1.4
CC(C)OCCCN1CN(S(=O)(=O)c2cccc(Cl)c2)c2nc3ccccc3nc21,-2
O=C(NCc1ccco1)NCC(F)(F)F,-0.61
COCCCNC(=O)c1cn(CC(C)C)c(=O)c2c1c1ccccc1n2C,1.2
CC1CCN(CC(=O)Nc2cccc([N+](=O)[O-])c2)CC1,0.11
COC(=O)c1cc(C(=O)Nc2ccc(C)cn2)cc([N+](=O)[O-])c1,-0.24
CCC1(C)Cc2ccccc2-c2nc3n(c(=O)c21)CC(C(=O)O)S3 (configuration not stated),1.3
CCc1ccccc1NC(=O)c1nnn(CC(=O)Nc2cccc(C)c2)c1N,-0.9
CCC(=O)N1CCc2cc(Br)cc(S(=O)(=O)NCCN3CCCCC3C)c21 (configuration not stated),0.87
O=C(COc1ccc(S(=O)(=O)NCc2ccccc2)cc1Cl)N1CCOCC1,0.81
O=c1c(Cc2ccccc2O)c(O)nc2n1CCCS2,-0.056
CCOc1ccc2cc(C#N)c(SCC(=O)N3CCC(C)CC3)nc2c1,0.43
COc1ccc(C)cc1S(=O)(=O)N(C)CC(=O)N1CCCCC1,-0.03
CCOc1ccccc1C1NC(=O)NC(C)=C1C(=O)OC1CCCCC1 (configuration not stated),-2.3
Cc1ccc(C(=O)CSc2nc3ccccc3o2)cc1,-0.23
COc1ccc(/C(N)=N/OC(=O)CSc2ccccc2)cc1OC,-0.077
COc1cccc(C(=O)Nc2ccc(S(=O)(=O)NCc3ccco3)cc2)c1,-0.47
COc1ccc(-n2c(N)c(-c3nc4ccccc4n3C)sc2=S)cc1,0.11
CCOC(=O)c1c(CN2CCOCC2)oc2ccc(OC)cc12,0.78
O=C(Cc1ccccc1)CC1(O)C(=O)Nc2ccccc21 (configuration not stated),2.2
Cc1[nH]c(=O)[nH]c1C(=O)CCCCC(=O)OCC(=O)Nc1ccccn1,-0.042
NC(=O)CC(NC(=O)Cc1cccc2ccccc12)c1ccc(NCCc2ccc(F)cc2)c([N+](=O)[O-])c1 (configuration not stated),-0.12
COC(=O)C1CN(S(=O)(=O)c2ccccc2)CCN1S(=O)(=O)c1ccccc1 (configuration not stated),0.011
COC(=O)C1CCN(S(=O)(=O)c2c(C)n(C)c(=O)n(C)c2=O)CC1,-0.093
COc1ccc(NC(=O)COC(=O)c2ccc(N3CCCC3=O)cc2)cc1OC,-12*
CCC1=C(OC(=O)N(CC)CC)N2C(=O)OC(=NCCOC)[C@]2(Cc2ccccc2)[C@H]2C1=CC[C@H]1C(=O)N(CC)C(=O)[C@H]12,0.9
Cc1cc(C(=O)OC(C)C(=O)Nc2cccc(S(=O)(=O)N3CCOCC3)c2)c(C)o1 (configuration not stated),-1
O=C(Nc1cccc(-c2cn3ccccc3n2)c1)c1cccc(Cl)c1,0.075
Cc1cc(OCCCC(=O)N2CCCCC2)cc(C)c1Cl,-3.7
CCn1c(=O)n(CC(=O)Nc2cc(OC)c(OC)c(OC)c2)c(=O)c2ccccc21,0.13
COc1ccc(NC(=O)CCCN2C(=O)C3C4C=CC(C4)C3C2=O)c(OC)c1 (configuration not stated),-2.9
COC(=O)Nc1ccc(S(=O)(=O)n2cnc3ccccc32)cc1,0.11
CC(=O)N(c1ccc(C)cc1)C1C=CS(=O)(=O)C1 (configuration not stated),0.35
Cc1cc(=O)n2[nH]c(N3C(=O)CCC3=O)nc2n1,0.021
CN1C(=O)N(C)C2(c3ccccc3)Nn3c(s/c(=C/c4ccco4)c3=O)=NC12c1ccccc1 (configuration not stated),-0.24
CCSc1nnc(NC(=O)c2cccnc2)s1,-0.31
O=C(/C=C/c1c(Cl)cccc1Cl)N1CCN(c2ncccn2)CC1,-4.3*
O=C1CCCCC1Sc1nnc(Cc2cccs2)n1CCc1ccccc1 (configuration not stated),-3.3
O=C(NC(C(=O)c1ccccc1)N1CCCCC1)c1ccccc1 (configuration not stated),-1.5
Cn1c(-c2ccc3c(c2)OCO3)cnc1NCc1ccccc1,-2.7
Cc1ccc(NC(=O)CCN2CCN(C/C=C/c3ccccc3)CC2)cc1,-0.21
CC(C)C(C)NC(=O)COc1ccc(-c2ccccc2)cc1 (configuration not stated),-0.98
Cc1cnc(-c2nnc(N(C)C(=O)C3CCOC3)s2)cn1 (configuration not stated),0.0091
COC(=O)c1ccc(C23CC4(C2)[C@H](CN(Cc2ccc(-c5ccccc5)cc2)[C@@H]4c2ccccc2)C3c2ccccc2)cc1 (some centres not stated),-0.25
CN1C(=O)C(O)(C2COC(C)(C)CC2=O)c2cc(Br)ccc21 (configuration not stated),-0.047
COc1ccc(S(=O)(=O)N(CCCN2CCOCC2)Cc2cccc(OC)c2OC)cc1,0.57
COc1ccc(C(OC(=O)c2ccco2)C(=O)NCc2ccc(C)cc2)cc1 (configuration not stated),-0.98
O=C(CCC(=O)c1ccc(Br)cc1)Nc1cccc(C(F)(F)F)c1,-0.47
COc1ccc2cc(C(=O)NCCO)sc(=O)c2c1OC,-0.015
O=c1[nH]cnc2cc(Cl)ccc12,0.26
COCCOC(=O)c1cc(C(=O)c2cc(F)ccc2O)coc1=N,-0.43
Cc1cnc(NC(=O)C(C)N2C(=O)C3CC=CCC3C2=O)s1 (configuration not stated),0.043
CSc1cccc(NC(=O)C2CCCN2S(=O)(=O)c2ccc(Br)s2)c1 (configuration not stated),-3.2
CCCNC(=O)c1ccc2nc(-c3ccccc3)c(-c3ccccc3)nc2c1,-0.64
CCOC(=O)C1=C(C)N(CCCC(=O)NCc2ccc3c(c2)OCO3)C(=O)NC1c1ccc(Br)cc1 (configuration not stated),-2.1
N#Cc1nc(-c2ccc(OCc3ccc(Cl)cc3)cc2)oc1N1CCOCC1,0.074
CC1CN(c2cc(=O)n(-c3cccc(Br)c3)c(=O)[nH]2)CC(C)O1 (configuration not stated),-0.22
Cc1cc(NC(=O)Cn2cnc3sc(C)c(-c4ccccc4)c3c2=O)no1,-2.2

# Continuation.
SMILES,Cav32 inh
CN1CCN(CC(=O)N(Cc2c(C#N)c3ccccc3n2C)c2ccccc2)CC1,2.1
CCC(=O)N(Cc1ccco1)c1nc(-c2cc(OC)ccc2OC)cs1,0.6
CC(c1ccccc1)N1CCn2c(nc3cc(NC(=O)c4cccs4)ccc32)C1 (configuration not stated),-1.5
CCn1c(=O)cc(OCC(=O)Nc2cccc(C)n2)c2ccccc21,0.43

# Grouped by structure, the compounds so far containing two or more sulfur atoms
SMILES,Cav32 inh
COc1ccc(C2N(S(=O)(=O)c3ccc(C)cc3)CCN2S(=O)(=O)c2ccc(C)cc2)cc1,-2.7
Cc1ccc(-n2c(N)c(C(=O)N3CCOCC3)sc2=S)c(C)c1,0.68
COc1ccccc1N1CCN(S(=O)(=O)c2ccc(Br)s2)CC1,-1.5
CCc1ccc(S(=O)(=O)NCCc2csc(-c3cccnc3)n2)s1,0.097
O=C(CSc1nnc(-c2cccs2)o1)OCc1ccccc1,-0.65
Cc1sc(NC(=O)CSc2nnc(C)c(=O)[nH]2)c(C#N)c1C,-0.77
CC(C)(C)NS(=O)(=O)c1ccc(NS(=O)(=O)Cc2ccccc2)cc1,-0.14
CC(=O)NC1=NN(C(C)=O)C(C)(CS(=O)(=O)c2ccc(C)c(C)c2)S1 (configuration not stated),-1.6
O=C(CSc1ncn[nH]1)Nc1nc(-c2ccccc2)ns1,-0.28
COc1ccc(-n2c(N)c(-c3nc4ccccc4n3C)sc2=S)cc1,0.11
COC(=O)C1CN(S(=O)(=O)c2ccccc2)CCN1S(=O)(=O)c1ccccc1 (configuration not stated),0.011
CCSc1nnc(NC(=O)c2cccnc2)s1,-0.31
O=C1CCCCC1Sc1nnc(Cc2cccs2)n1CCc1ccccc1 (configuration not stated),-3.3
CSc1cccc(NC(=O)C2CCCN2S(=O)(=O)c2ccc(Br)s2)c1 (configuration not stated),-3.2
